Assay outcomes: PubChem, Broad Institute
PglD inh = inhibitors of Campylobacter jejuni PglD acetyltransferase; purified PglD enzyme, DTNB colorimetric CoA detection; inhibition, % at 12.5 µM; 360,000 tested, 0.098% active; in the data active = inhibition above about 16%, passing the limit was not always enough; inconclusive = no clear call, values can overlap the other calls; also: strong numbers were not always called active
LGR2 antag = Drosophila LGR2 receptor signaling inhibition. inhibition, % at 9.99 µM. 380,000 tested, 0.35% active. HEK293 LGR2, CRE-luciferase, bursicon-stimulated, 4 h;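 active = drop in luminescence signal, shown as inhibition above about 50% in the replicate tests, limit read from the data, passing the limit was not always enough; inconclusive = probably only some replicates passing the limit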;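 also: agonist challenge used bursicon conditioned medium at about half maximal strength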
ERAP1 inh = inhibitors of human ERAP1 aminopeptidase | recombinant ERAP1, Leu-AMC fluorescence, 60 min | AID 652197 | inhibition, % at 10.7 µM | 340,000 tested, 0.15% active;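 active = mean replicate inhibition of at least 30%, or all replicates individually reaching that 30% level; inactive = mean below 30% and not every replicate reaching it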;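 also: 0% = neutral control wells and 100% = L-leucinethiol positive control wells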
Target sequence (Q9NZ08 whole entry, looked up): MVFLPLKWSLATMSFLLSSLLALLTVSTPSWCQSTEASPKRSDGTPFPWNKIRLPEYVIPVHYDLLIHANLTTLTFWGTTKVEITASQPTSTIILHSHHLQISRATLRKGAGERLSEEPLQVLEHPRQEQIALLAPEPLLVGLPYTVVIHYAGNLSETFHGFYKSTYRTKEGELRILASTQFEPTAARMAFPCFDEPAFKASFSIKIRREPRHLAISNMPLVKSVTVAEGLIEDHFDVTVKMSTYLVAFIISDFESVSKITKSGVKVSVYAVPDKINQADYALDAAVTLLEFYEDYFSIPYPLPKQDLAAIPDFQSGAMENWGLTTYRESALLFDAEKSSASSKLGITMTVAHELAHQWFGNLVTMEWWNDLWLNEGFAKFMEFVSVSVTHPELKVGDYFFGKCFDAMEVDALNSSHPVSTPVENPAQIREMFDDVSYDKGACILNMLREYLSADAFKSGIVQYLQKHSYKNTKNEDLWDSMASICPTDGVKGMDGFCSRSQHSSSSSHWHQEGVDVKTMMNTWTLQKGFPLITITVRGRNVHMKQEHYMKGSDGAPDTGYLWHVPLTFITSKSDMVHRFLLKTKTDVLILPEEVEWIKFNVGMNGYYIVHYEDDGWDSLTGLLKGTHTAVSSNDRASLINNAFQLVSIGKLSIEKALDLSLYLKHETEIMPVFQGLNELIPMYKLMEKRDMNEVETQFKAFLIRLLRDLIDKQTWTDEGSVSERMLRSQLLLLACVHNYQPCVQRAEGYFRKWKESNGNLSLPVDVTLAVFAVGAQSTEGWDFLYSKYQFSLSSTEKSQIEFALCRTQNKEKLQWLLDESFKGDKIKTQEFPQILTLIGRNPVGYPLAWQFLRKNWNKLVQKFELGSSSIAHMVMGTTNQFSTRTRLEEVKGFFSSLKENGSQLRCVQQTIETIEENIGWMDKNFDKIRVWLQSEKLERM
FN deposit inh = fibronectin deposition inhibition; AH1F fibroblasts, Alexa488-fibronectin deposition fluorescence, overnight; inhibition, % at 12.6 µM; 350,000 tested, 0.086% active; AID 743247;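 active = mean inhibition across replicates of 30% or more, regardless of how many single replicates reach that level; inconclusive = mean under 30% yet at least half of replicates reach 30%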;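 also: positive control wells lacked labelled fibronectin entirely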
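material = AH1F fibroblast monolayer depositing Alexa488-labelled fibronectin into matrix | amount = 10000 AH1F cells/well | buffer or medium = DMEM plus 2% serum, read in PBS | incubation = 1 h cell adhesion before compound, then overnight fibronectin incubation | detection = fluorescence at 485 nm excitation, 525 nm emission | evaluation = percent inhibition as loss of matrix-bound fibronectin fluorescence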
S100A4 inh HTS = S100A4-myosin IIA interaction inhibition; P26447; S100A4/TAMRA-MyoIIA peptide fluorescence polarization; inhibition, % at 10.7 µM; 360,000 tested, 0.14% active; AID 652163;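 active = mean inhibition of at least 70% across replicates, with every replicate also reaching that level; inconclusive = mean inhibition reaches 70% but some replicates fall short; inactive = mean inhibition below 70%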
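Material: S100A4 monomer protein / Buffer or medium: 50 mM HEPES pH 7.2, 10 mM CaCl2, 100 mM KCl / Times: 5 min incubation before reading / Benchmarks: neutral control DMSO, positive control TFP / Reagent: labelled myosin peptide probe, 5 nM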
PAX8 reporter = lowers PAX8-driven luciferase in RMG-I cells | RMG-I TPO-luciferase reporter, SteadyGlo, 24 h | inhibition, % at 12.6 µM | 360,000 tested, 1.2% active | AID 652154;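 active = mean replicate inhibition at least 60% with every replicate also reaching 60%; inconclusive = only one of the two criteria is met; inactive = mean below 60% and not all replicates reaching 60%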;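 also: luciferase light reporting Pax8 driven TPO promoter activity; plate controls were median of neutral control wells for no effect and mitoxantrone controls for full effect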
EWS-Fli block = blocks EWS/Fli oncoprotein-driven transcription | A673 NR0B1-luciferase reporter, viability-normalised | inhibition, % at 12.6 µM | 350,000 tested, 0.67% active;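 active = mean inhibition of at least 50% after viability correction, with every replicate also passing that limit; inconclusive = mean reaches 50% but only one of two replicates passes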;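 also: firefly luciferase signal divided by Alamar Blue viability fluorescence both relative to DMSO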
PGC1a acetyl inh = lowers PGC1a acetylation signal in U2OS cells; inhibition, % at 15.6 µM; AlphaScreen anti-acetyl-lysine; with virally co-expressed GCN5 acetyltransferase; 350,000 tested, 0.17% active;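 active = every replicate shows inhibition of at least 40%; inconclusive = mean inhibition at least 40% but some replicate below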;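 also: 0% = neutral control wells and 100% = positive control wells; some results beyond the cut were filed as inactive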
* = called active by the depositor; ? = inconclusive; · = not tested or not shown.

SMILES	PglD inh	LGR2 antag	ERAP1 inh	FN deposit inh	S100A4 inh HTS	PAX8 reporter	EWS-Fli block	PGC1a acetyl inh
N#Cc1cc2cc3c(cc2nc1SCC(=O)N1CCOCC1)OCCO3	2	22	-5	-4	2	-199	57*	·
Cc1cccc(COCC(Cc2ccccc2)N2CCN(C(=O)c3cccc(Cl)c3)CCC2=O)c1 (stereo not given)	4	10	·	-1	4	33	6	·
CC(C)Cn1c(N)c(C(=O)CSc2n[nH]c(N)n2)c(=O)n(C)c1=O	0	-14	1	-2	2	7	-6	·
COc1ccc(-c2cnc3c(c2)C(=O)N([C@H](C)CO)C[C@H](C)[C@@H](CN(C)C(=O)Cc2ccccc2)O3)cc1	2	7	3	·	2	-11	-9	6
CC(C)C[C@H]1CNC(=S)N1CC1CCCN1C[C@H](Cc1ccccc1)N1C[C@H](Cc2ccc(O)cc2)N(CC2CCCCC2)C1=S (stereo not given in full)	2	2	·	-6	0	43	6	2
CN(CC(=O)Nc1ccc(N2CCOCC2)cc1)C(=O)CCc1ccccc1Cl	·	10	1	-3	-7	-20	-17	·
Cc1nnc(C)n1/N=C/c1cccnc1	5	·	·	-1	·	4	·	9
CCOc1ccccc1NC(=S)NC(=O)CCCOc1ccc(Cl)cc1Cl	0	3	7	·	3	·	5	-5
CCS(=O)(=O)c1nc(S(=O)(=O)c2ccc(C)cc2)c(N2CCC3(CC2)OCCO3)s1	3	-19	-1	8	12	22	13	-5
N#CCc1cccnc1Sc1ccc(Cl)cc1	·	-21	0	5	0	-24	-7	·
COc1ccccc1NC(=O)CCN1CCN(C)CC1	·	3	-5	·	-1	-7	-7	2
OC(COCCOc1ccc(Br)cc1)CN1CCN(Cc2ccccc2)CC1 (stereo not given)	4	13	·	-9	·	20	·	15
O=C(Nc1cccc(C2OCCCO2)c1)c1cccs1	-7	-4	·	·	·	-30	·	-5
CC=Cc1ccc2n(c1=O)C[C@H]1[C@H](CO)[C@@H](C(=O)NC3Cc4ccccc4C3)N(CC3CC3)[C@@H]21 (mixture of isomers)	2	-17	-1	·	9	·	-6	·
O=C(c1ccncc1)N1CCN(C2CCCCC2)CC1	-5	17	4	-1	0	-7	2	13
CO[C@H]1CN(C)C(=O)c2ccc(NC(=O)Nc3ccccc3F)cc2OC[C@H](C)NC[C@@H]1C	-3	-8	-1	0	9	·	-5	2
CCN(Cc1ccccc1)CC(O)COc1ccccc1 (stereo not given)	0	·	·	7	·	-10	·	-3
COc1ccc(-c2oc3ccc(-c4ccc(OC)nc4)cc3c2C#CC2(O)CCCCC2)cc1	3	5	0	1	0	23	26	·
COc1ccccc1N(CC(=O)NCCc1ccccc1)C(=O)CCC(=O)Nc1cc(C)ccn1	·	11	-1	-3	-4	13	12	5
CCOc1cc(N2CCOCC2)c(OCC)cc1NC(=O)CSc1n[nH]c(N)n1	·	19	-2	1	-4	-1	0	-1
CC1CCc2c(sc3ncn4c(SCC(=O)NCc5ccco5)nnc4c23)C1 (stereo not given)	0	13	-3	·	7	·	12	23
CCCNC(=O)[C@H]1[C@H](CO)[C@H]2Cn3c(cccc3=O)[C@H]2N1CC1CC1	-2	-5	5	·	41	-12	-4	-8
Cn1c(CN2CCCC2)nc2cc(NC(=O)COc3ccc(Cl)cc3)ccc21	12	4	15	·	4	·	-3	52*
CCCC(=O)Nc1ccc(S(=O)(=O)N2CCCC2)cc1	4	-8	-1	·	-4	·	0	-24
C[C@@H]1CN([C@H](C)CO)C(=O)c2cc(NC(=O)C3CCCCC3)ccc2O[C@@H](C)CCCCO[C@@H]1CN(C)C(=O)Cc1ccccc1	1	20	·	·	·	2	-91	4

Carrying on.
SMILES	PglD inh	LGR2 antag	ERAP1 inh	FN deposit inh	S100A4 inh HTS	PAX8 reporter	EWS-Fli block	PGC1a acetyl inh
O=C(c1ccc2c(c1)OCO2)N1CC2(C1)[C@@H](c1ccccc1)[C@@H](CO)N2C(=O)C1CC1	·	-2	-2	-2	1	-10	-2	-6
Cc1cccc(NC(=O)C2CCN(C(=O)NC3CCCCC3)CC2)c1	-1	5	0	-7	-3	5	-3	-11
CCCOc1ccc(C(=O)N2CC3(CC(c4cccc(NC(=O)[C@@H]5CCC(=O)N5)c4)=NO3)C[C@H]2C(=O)NC2(C(N)=O)CC2)cc1 (stereo not given in full)	5	-7	-2	-23	-12	11	-1	·
CC(=O)Nc1sc2c(c1C#N)CCCC2	5	·	·	-5	·	-32	·	1
C[C@H](NC(=O)N1CCn2c1nc1ccccc12)C(=O)NCCc1ccccc1	0	3	-3	7	-2	11	-10	2
CC(C(=O)O)N1CCCCC1 (stereo not given)	0	3	-3	-8	-5	-6	2	-2
CCOC(=O)N1CCN(C(=O)C2CCN(Cc3cccc(OCc4ccccc4)c3)CC2)CC1	0	-21	-5	-9	1	5	8	-10
CO[C@H]1CN(C)C(=O)c2cc(NC(=O)Nc3ccc(Cl)cc3)ccc2OC[C@@H](C)NC[C@@H]1C	-3	8	0	8	-3	·	4	1
COCCNC(=O)C[C@H]1C=C[C@H](NC(=O)NC2CCCCC2)[C@@H](CO)O1	1	-6	-1	·	0	-2	5	-6
COC(=O)c1cc2c(c3c4cc(F)ccc4n(S(=O)(=O)c4ccc(C)cc4)c13)C(=O)N(c1ccc(OC)cc1)C2	·	9	-2	-3	3	-33	-54	·
O=C(C[C@@H]1CC[C@H](NS(=O)(=O)c2ccc(F)cc2)[C@@H](CO)O1)NCc1ccc(Cl)c(Cl)c1	-6	15	0	·	-10	15	-1	5
O=S(=O)(Nc1cc2nc3ccccc3nc2n1Cc1ccccc1)c1ccc(Cl)cc1	·	·	-1	5	0	36	-9	·
CC[C@@H]1C=C(C(=O)O)[C@H](c2ccc3c(c2)OCO3)N1S(=O)(=O)c1ccc(C)cc1	-4	13	-6	-9	?	11	-2	17
O=C(NC(=S)Nc1cccc(Cl)c1)c1cncc(Br)c1	-1	·	·	4	11	-18	10	-10
Cc1ccnc(NC(=O)c2ccc([N+](=O)[O-])s2)c1	-7	-40	-1	·	-2	-57	-31	·
Cc1nn(C)c(C)c1N1C(=O)c2cccc3c(N)ccc(c23)C1=O	-9	-9	·	-7	·	-16	·	5
CCOC(=O)c1[nH]c(C)c(CN(Cc2ccco2)C(=O)C(F)(F)F)c1C	0	·	·	-7	·	3	·	-12
CCCCNC(=O)C1(C)CCCCCN1Cc1cc2ccccc2o1 (stereo not given)	3	12	-1	-13	-3	5	19	-11
CCCn1c(SCC(=O)Nc2cc(Cl)ccc2Cl)n[nH]c1=O	4	·	3	0	-5	-13	-6	-6
COc1ccc(-c2noc(C3CCCN(C(=O)c4cccc(C)c4)C3)n2)cc1 (stereo not given)	5	-2	2	-3	0	4	-3	-19
O=S(=O)(Nc1nc2ccccc2nc1NCC1CCCO1)c1ccc(F)cc1 (stereo not given)	-2	24	·	5	1	9	4	17
COc1ccccc1NC(=O)CN1CCN(c2ccccc2)CC1	-4	1	-1	6	-8	16	-2	4
Cc1ccc(NS(=O)(=O)c2ccc(Cl)c(N=Nc3c(O)[nH]c(=O)[nH]c3=O)c2)cc1Cl	-2	-15	0	-3	5	14	6	-4
COc1cccc(N(C(=O)CCl)C(C(=O)NCCc2ccccc2)c2cccs2)c1 (stereo not given)	-4	16	·	19	·	·	·	?
COc1cccc(NC(=O)CN(C)C(=O)CC(C)c2ccccc2)c1 (stereo not given)	1	7	1	0	-1	-6	9	-4

(further entries)
SMILES	PglD inh	LGR2 antag	ERAP1 inh	FN deposit inh	S100A4 inh HTS	PAX8 reporter	EWS-Fli block	PGC1a acetyl inh
O=C(CCCn1cnc([N+](=O)[O-])n1)Nc1cc(Cl)ccc1O	·	-3	-11	5	-7	3	13	·
C[C@H](CO)N1C[C@H](C)[C@H](CN(C)Cc2ccc(Oc3ccccc3)cc2)Oc2ccc(NS(=O)(=O)c3ccc(F)cc3)cc2CC1=O	-2	-11	0	·	16	1	-5	-2
COc1ccc(NC(=O)Nc2ccc3c(c2)C(=O)N([C@@H](C)CO)C[C@@H](C)[C@H](CN(C)C)OCCCC[C@@H](C)O3)cc1	·	-20	·	·	·	-15	-4	-5
Cc1c(C(=O)NCCN2CCOCC2)oc2ccccc12	2	·	·	0	·	-15	·	6
Cc1ccc(C(=O)c2ccccc2C(=O)OCC(=O)NCCc2ccc(Cl)cc2Cl)cc1	-1	13	·	-1	·	10	·	-12
CC1CC(=O)N(CC(=O)NCc2ccccc2)c2ccccc2S1(=O)=O (stereo not given)	-2	9	2	-12	-1	-9	·	12
O=[N+]([O-])c1ccccc1OCCCn1cnc2ccccc21	4	-67	-2	13	1	-181	-121	4
C[C@@H]1CCCCO[C@@H](CN(C)Cc2ccc3c(c2)OCO3)[C@@H](C)CN([C@H](C)CO)C(=O)c2cc(NC(=O)CCC(F)(F)F)ccc2O1	-1	1	0	·	-4	-15	-5	1
Cc1cc(C)c(S(=O)(=O)NCc2ccccn2)c(C)c1	-6	5	0	-1	-12	3	6	16
Cc1cccnc1NC(=O)C(C)N1C(=O)c2ccccc2C1=O (stereo not given)	1	24	0	2	-2	0	5	-36
COc1ccc(C2CC(c3cccs3)=NN2C(=O)CSc2nc3ccccc3s2)cc1 (stereo not given)	-1	18	·	14	·	18	·	·
Cc1cc(C)cc(NC(=O)CN2CCC(NC(=O)c3cccc(F)c3)CC2)c1	3	0	2	·	-10	11	-3	6
